High-throughput results deposited in PubChem by several laboratories.
bIAP inhibitor: bovine intestinal alkaline phosphatase inhibitors, primary screen, selectivity assay for TNAP inhibitor project, biochemical, bovine IAP, CDP-star luminescence. alkaline phosphatase, intestinal [Bos taurus]. purified bovine IAP, 30 min. inhibition, % at 20 µM. 190,000 tested, under 10 active;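 active means over 50% inhibition of intestinal alkaline phosphatase at 20 µM in the single-dose screen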
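System: Purified bovine intestinal alkaline phosphatase (IAP) enzyme | Input: IAP diluted 1/65,000,000 in the well | Also added: CDP-star chemiluminescent phosphatase substrate, 30 µM final | Dosing: 20 µM single dose | Times: Enzyme reaction for 30 min at room temperature | Detection: Luminescence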
PPARg SRC3 recr: PPARgamma agonists recruiting SRC-3 coactivator, primary screen, biochemical | Peroxisome proliferator-activated receptor gamma (Homo sapiens), P37231 | biochemical PPARgamma/SRC-3 coactivator recruitment assay | activation, % at 8 µM | actives 0.26% (n = 200,000) | AID 731, 2007; in the data active means activation above about 23%;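 further: 0% = DMSO and 100% = reference agonist; some compounds past the cut are filed as inactive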
S1P3 antag: S1P3 receptor antagonists, primary screen, cell-based; Sphingosine 1-phosphate receptor 3 (Homo sapiens), Q99500; CHO S1P3 NFAT-BLA reporter, FRET fluorescence, antagonist mode; inhibition, % at 4.98 µM; actives 0.27% (n = 170,000); AID 485, 2006;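 active means inhibition above the plate cutoff, the mean inhibition of test wells on that plate plus 3 SD, cut at about 28% in these data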;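 further: cells challenged with S1P at its EC80 of 0.8 µM; blue over green emission ratio from cleaved BLA substrate after 4 h stimulation; 0% = S1P-stimulated wells and 100% = unstimulated DMSO-only wells; some compounds past the cut are filed as inactive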
Target sequence (Q99500 whole entry, looked up): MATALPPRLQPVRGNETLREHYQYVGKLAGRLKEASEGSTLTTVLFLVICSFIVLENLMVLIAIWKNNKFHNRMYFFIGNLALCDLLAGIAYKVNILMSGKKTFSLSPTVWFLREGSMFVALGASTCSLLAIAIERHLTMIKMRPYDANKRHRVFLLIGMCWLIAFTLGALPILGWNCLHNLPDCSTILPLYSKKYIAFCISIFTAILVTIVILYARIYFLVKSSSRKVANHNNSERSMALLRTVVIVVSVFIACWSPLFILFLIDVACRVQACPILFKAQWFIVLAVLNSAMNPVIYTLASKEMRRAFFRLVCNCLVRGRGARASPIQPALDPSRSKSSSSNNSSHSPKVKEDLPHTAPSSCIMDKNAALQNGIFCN
RAM inhibit: inhibitors of the yeast RAM network, primary screen, dse1pr::URA3 reporter, 5-FOA selection; actives 1.8% (n = 190,000); S. cerevisiae dse1pr::URA3 reporter, 5-FOA growth OD615, 2 d; analog-sensitive cbk1-as2 kinase mutant strain; AID 868, 2007; inhibition, % at 50 µM;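 active means inhibition above a set limit, 3 SD over mean compound inhibition, cut at about 8.4% in these data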;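 further: 0% = DMSO-only wells with no growth and 100% = 10 µM 1-NA-PP1 full growth; inhibition rescues growth on 5-FOA so higher OD means more RAM inhibition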
Efa HMGR inh: inhibitors of E. faecalis class II HMGR, primary screen, biochemical, Enterococcus faecalis. HMG-CoA reductase (Enterococcus faecalis, mvaE). purified E. faecalis HMGR, NADPH absorbance 340 nm kinetic. inhibition, % at 10 µM. actives 0.41% (n = 190,000). AID 1066, 2008;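 active means inhibition above a set limit, the median over all tested compounds plus 3 SD, cut at about 9.5% in these data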;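 further: enzyme runs in reverse so mevalonate oxidation gives rising NADPH absorbance; 0% = complete reaction with DMSO and 100% = background rate lacking mevalonate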
PPARg SRC-1 ag: PPARgamma agonists recruiting SRC-1 coactivator, primary screen, biochemical | activation, % at 8 µM | Peroxisome proliferator-activated receptor gamma (Homo sapiens), P37231 | actives 0.41% (n = 200,000) | PPARgamma-SRC-1 coactivator recruitment biochemical assay; in the data active means activation above about 19%;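 further: 0% = DMSO and 100% = reference agonist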
SRC2 TRFRET art: TR-FRET signal artefacts, primary screen, artefact control for PPARgamma SRC-2 agonist project, biochemical; TR-FRET artefact counter-screen; hits give high values; TR-FRET ratio at 8 µM; actives 0.4% (n = 200,000); in the data active means TR-FRET ratio above about 2000; further: inactives centre near 1500
PPARg SRC-2 ag: agonists of PPARg-SRC-2 recruitment, primary screen, biochemical, HTS; AID 1032, 2008; activation, % at 8 µM; actives 0.34% (n = 200,000); PPARgamma LBD-SRC-2 recruitment; Peroxisome proliferator-activated receptor gamma (Homo sapiens), P37231; in the data active means activation above about 22%;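 further: 0% = vehicle and 100% = reference agonist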
L major viab: Leishmania major promastigote growth inhibition, primary screen | Leishmania major promastigotes, resazurin fluorescence viability | inhibition, % at 10 µM | actives 9% (n = 200,000) | AID 1063, 2008; in the data active means inhibition above about 50%;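 further: promastigotes grown with compound for 44 hours at 28 °C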
Redox H2O2 prof: compounds producing H2O2 with reducing agent – biochemical, NIH compound library profiling, artefact control for MLSCN library redox annotation, primary screen. DTT-dependent redox cycling H2O2, phenol red/HRP absorbance; 100% = 100 µM peroxide control, 0% = buffer. AID 878, 2007. activation, % at 10 µM. actives 0.03% (n = 200,000);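 active means activation of at least 50% relative to the plate's high and low controls in the primary single-dose screen; inactive means activation below 50%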;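 further: compound incubated with DTT at 0.8 mM final as the reducing agent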
ROMK primary: ROMK potassium channel modulators, primary screen, cell-based, thallium flux, MLSMR library | ATP-sensitive inward rectifier potassium channel 1 (Homo sapiens), P48048 | Tet-inducible ROMK, thallium flux fluorescence; actives lie on both sides | B-score at 10 µM | actives 2% (n = 130,000) | AID 1918, 2009;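 active means signal ratio slope over the read window, or its plate-corrected B-score, at least 3 SD from the plate mean, either direction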;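 further: B-score of the F/F0 ratio slope over 7 to 12 s after thallium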
Target sequence (P48048 whole entry, looked up): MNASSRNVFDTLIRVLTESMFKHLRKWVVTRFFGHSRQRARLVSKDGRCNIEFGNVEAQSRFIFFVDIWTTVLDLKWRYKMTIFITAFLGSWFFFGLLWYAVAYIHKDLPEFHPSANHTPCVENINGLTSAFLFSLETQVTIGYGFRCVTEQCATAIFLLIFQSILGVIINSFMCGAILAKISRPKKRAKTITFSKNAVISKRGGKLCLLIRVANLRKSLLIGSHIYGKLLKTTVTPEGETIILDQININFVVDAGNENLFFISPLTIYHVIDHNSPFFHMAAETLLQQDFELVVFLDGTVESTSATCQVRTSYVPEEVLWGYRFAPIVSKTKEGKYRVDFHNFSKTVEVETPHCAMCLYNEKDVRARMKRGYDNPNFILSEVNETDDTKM
Starred values were filed as active, the others as inactive; x = not tested or not shown.

SMILES	bIAP inhibitor	PPARg SRC3 recr	S1P3 antag	RAM inhibit	Efa HMGR inh	PPARg SRC-1 ag	SRC2 TRFRET art	PPARg SRC-2 ag	L major viab	Redox H2O2 prof	ROMK primary
CSc1nncc(-c2ccccc2)n1	-3	0	5	1.2	-2	3	1580	-8	5	-0.3	0.05
O=C(CCn1c(=O)oc2ccccc21)N1CCN(c2ccccc2F)CC1	-2	0	8	2.3	-2	6	1564	-13	-5	0.0	-0.19
Cc1ccc(NC(=O)c2ccc3ccccc3n2)cc1S(=O)(=O)N1CCOCC1	4	5	-1	8.0	-3	7	1552	9	-9	-0.4	0.54
O=C1c2ccccc2C(=O)N1CC1CCCO1 (centres undefined)	8	0	x	1.2	-2	-3	1703	6	-6	-0.3	x
Cn1cc(CNC(=O)c2sc3cccc(Cl)c3c2Cl)cn1	14	10	x	0.7	2	7	1535	8	-3	1.2	x
Cc1cccc(NC(=O)c2ccc(N(C)C3CCCCC3)c([N+](=O)[O-])c2)n1	17	2	x	1.3	0	2	1513	6	20	-4.0	x
Cc1cccc(NC(=O)CSc2nnc(NC(=O)CN3CCCCC3)s2)c1	34	-1	7	0.1	-3	2	1546	1	-6	0.1	0.2
Cc1nc2oc3c(NCC4CCCO4)ncnc3c2c2c1COC(C)(C)C2 (centres undefined)	-6	7	16	1.8	-3	-2	1466	1	13	-0.3	1.2
Cn1cccc1/C=C1\SC(=S)N(NC(=O)c2ccc(Cl)cc2)C1=O	3	3	-4	5.2	0	-3	1626	6	-6	-0.1	0.064
CC(C)(C)C1CCC(=NNc2ccc(S(N)(=O)=O)cc2[N+](=O)[O-])CC1 (centres undefined)	-2	-5	-7	-0.4	-1	-2	1559	-13	85*	3.5	1.6
O=C(CN(Cc1ccccc1)C1=NCCS1)c1ccc(Cl)cc1	4	-7	-36	0.0	2	5	1450	-1	14	-0.1	x
CC(C)NOC(=O)c1ccc(Cl)cc1	-1	3	11	-0.7	0	11	1655	-1	28	-0.8	-0.61
O=S(=O)(c1ccc2ccccc2c1)N1CCN(C(=S)Nc2ccc(F)c(Cl)c2)CC1	-7	1	2	4.0	-5	2	1656	-1	90*	0.4	-0.028
Cc1ccc(NC(=O)c2cc(N3C(=O)C=CC3=O)ccc2N2CCOCC2)cc1Cl	2	2	-2	-1.7	-7	-4	1411	-6	26	0.2	-1.4
CCC(NC(=O)c1ccccc1Br)c1ccccc1 (centres undefined)	-2	2	-14	0.5	2	5	1685	3	-6	-0.1	-1.1
O=C(CCSc1ccccc1)NCCN1CCOCC1	8	-9	-22	0.5	3	1	1530	-1	-7	2.1	x
CCOc1ccc(N(CC(=O)NC(C)(C)C)S(=O)(=O)c2c(C)noc2C)cc1	-4	4	2	-0.5	2	0	1641	4	-3	-3.7	x
O=C(N/N=C\c1ccc(F)cc1)c1cc(OCC(F)(F)F)ccc1OCC(F)(F)F	8	13	x	3.7	-2	5	1657	12	-4	-8.5	x
COc1cccc(-c2nnc(NC(=O)c3ccc(S(=O)(=O)N4CCOCC4)cc3)o2)c1	-1	9	12	3.6	-6	5	1644	0	96*	1.6	0.79
Nc1[nH]c(=S)[nH]c(=O)c1-c1ccccc1	7	12	-9	1.4	-1	9	1664	1	-6	-1.6	x
Cc1ccccc1N1C(=O)N(c2cccc(C(F)(F)F)c2)C2CS(=O)(=O)CC21 (centres undefined)	9	4	9	-0.7	-7	11	1626	12	6	1.4	x
Cc1oc(-c2ccccc2F)nc1CS(=O)(=O)CC(=O)N1CCOCC1	6	-1	-35	1.3	1	-5	1521	-7	-5	-0.2	x
Cc1ccc(C=Nc2ccc(N(C)C)cc2)o1	18	102*	-21	1.6	-2	65*	3126*	102*	80*	-1.6	x
CC(C)COc1ccc(-c2nn(-c3ccccc3)cc2C(=O)Nc2nccs2)cc1	4	8	x	3.1	-3	3	1458	4	29	0.5	0.00073
COc1cc2c(cc1OC)CN(C(=O)CSc1nnc3scc(-c4ccccc4)n13)CC2	3	6	19	2.3	-2	6	1562	7	-1	-0.3	-0.39
COc1cc(C(=O)N2CCC(n3c(C)nc4cc(F)ccc43)CC2)cc(OC)c1OC	-8	-5	x	0.0	-1	1	1504	0	12	1.1	x
O=C(Nc1cccc(C(F)(F)F)c1)c1cccnc1N1CCCC1	9	16	10	0.0	1	9	1755	1	-2	-0.9	x
O=S(=O)(c1cccs1)N1CN(CC2CCCO2)c2nc3ccccc3nc21 (centres undefined)	-1	9	2	0.9	-6	1	1495	-2	34	-0.7	x
COc1ccc(-n2c(COc3ccccc3)nnc2SCc2ccc(C#N)cc2)cc1	-4	3	-41	5.3	-1	-2	1496	2	100*	0.3	0.023
COc1ccc2[nH]c(=O)c(CN(Cc3cccs3)S(=O)(=O)c3c(C)ccc4nsnc34)cc2c1	15	-15	x	2.0	-5	2	1564	4	98*	0.1	0.76
Cc1nnc(C)n1/N=C/c1ccccn1	7	-5	-6	1.4	0	-5	1546	-7	-1	-0.4	-1.1
CCOCCn1cnc2sc(C(=O)Nc3nc(C)c(C(=O)OCC)s3)c(C)c2c1=O	7	-1	14	x	x	1	1450	-3	-3	1.2	x
O=C(Nc1ccc(F)cc1)N1CCN2C(=O)c3ccccc3C12c1ccccc1 (centres undefined)	5	0	x	0.4	-1	6	1508	11	14	-0.4	x
CCOC(=O)C1(CCCc2ccccc2)CCN(C(=O)CCCn2cncn2)CC1	-1	0	-3	0.2	2	-8	1560	0	-7	-0.1	-0.071
Cc1ccc(OC(=O)c2cccc(C(=O)Oc3ccc(C)cn3)n2)nc1	-6	13	10	2.1	2	4	1836	0	-2	0.0	-0.069
Cc1cc(C)c(NC(=O)CSc2nc3ccc(N4C(=O)c5ccccc5C4=O)cc3s2)c(C)c1	12	4	-7	5.9	0	7	1514	6	-6	-0.1	-0.3
C=C(C)CSc1[nH]c(=O)cc(C)c1C#N	-4	2	2	0.9	-4	7	1526	5	-13	-0.1	-0.27
CC1(C)CC(=O)C2=C(C1)Nc1ccccc1N(C(=O)C1CC1)C2c1ccco1 (centres undefined)	-20	1	6	2.3	1	7	1560	5	-3	0.3	1
CC(=O)c1sc2nc(CSc3nncn3C)[nH]c(=O)c2c1C	-7	7	-13	0.6	5	13	1486	3	-1	-1.9	0.6
CCOc1ccc(CC(=O)Nc2c(C(N)=O)oc3ccccc23)cc1OCC	15	-13	-14	2.4	-9	7	1552	7	-3	-3.6	-0.9
CCn1c(=O)c(C(=O)NCc2ccccn2)c(O)c2ccccc21	2	8	-8	0.0	0	7	1540	12	-4	-2.4	-1.1
CC1=C(OC(=O)c2ccccc2)C(C)(C)C(c2ccccc2)OC1=O (centres undefined)	10	1	x	1.9	1	-1	1607	3	-8	0.7	1.4
Cc1nc(Cl)c(C(=O)NC(=O)NCc2ccccc2)c(C)c1Cl	3	-1	-8	4.8	1	8	1494	7	-5	-0.4	1.2
COc1cccc(-c2cc(C(=O)NCc3ccco3)no2)c1	13	-4	x	0.9	0	1	1492	9	-3	0.2	0.26
O=C(CO)N/N=C/c1c2ccccc2cc2ccccc12	-1	10	-27	1.7	0	8	1783	13	7	-0.2	x
CC(Sc1nc(-c2ccc(F)cc2)cs1)C(=O)N1c2ccccc2CC1C (centres undefined)	16	6	7	4.9	-4	-8	1675	2	3	1.8	-0.44
CC(=O)c1ccc(NC(=S)NC2CCCC(C)C2C)cc1 (centres undefined)	20	4	4	20*	1	-6	1439	3	38	-1.9	0.041
COc1ccc(OC)c(Cc2nnc(CCC(=O)NC3CCCCC3)o2)c1	-1	4	-14	0.8	1	18	1532	-2	-5	-1.4	x
O=C(c1ccccc1)N1CCN(C(=O)c2ccc(OC(F)(F)F)cc2)CC1	4	-3	x	-0.8	0	2	1520	10	-2	0.0	x
O=C(CCNC(=O)Cn1ccc2ccccc2c1=O)NCCc1ccc(Cl)cc1	30	2	-5	0.7	-8	6	1430	1	55*	0.1	x
CS(=O)(=O)c1nc(-c2ccccc2)cc(-c2ccccc2)c1C#N	15	-2	x	4.3	-1	6	1773	-2	22	2.1	x
Cc1cc(NC(=O)c2ccc3c(c2)C(=O)N(CCC(C)C)C3=O)no1	8	8	-14	1.5	0	3	1611	-1	-6	0.3	0.22
CC(NCC(O)COCc1cccs1)C1CC2CCC1C2 (centres undefined)	-4	-13	x	-1.0	-2	0	1335	-11	5	0.1	-3
CC(C)c1onc(C(=O)NC(C)c2ccccc2)c1[N+](=O)[O-] (centres undefined)	6	-4	0	-0.5	-5	5	1357	-1	2	0.9	-0.17
O=C(CSc1nc(-c2ccco2)cc(C(F)(F)F)n1)Nc1ccc(C(=O)N2CCCCC2)cc1	1	18	31	1.7	-8	5	1708	-5	14	-0.6	x
Cc1ccc(C)c(/C(O)=C2\C(=O)C(=O)N(Cc3cccnc3)C2c2cccnc2)c1 (centres undefined)	-4	12	-41	0.5	5	4	1790	12	-5	0.5	0.87
CC(=O)N(CC1CCCO1)c1nnc(-c2cnccn2)s1 (centres undefined)	5	6	-5	3.2	-5	3	1588	-6	-4	1.6	x
CCN(C(=O)COC(=O)c1cc(S(=O)(=O)Nc2c(C)n(C)n(-c3ccccc3)c2=O)ccc1Cl)C1CCCCC1	-21	-3	-5	0.3	3	6	1617	10	-4	-0.2	-1.2
COCCNC(=O)Cn1c(=O)n(Cc2ccc(C(=O)NCc3ccco3)cc2)c(=O)c2ccccc21	-1	0	-18	5.7	2	-1	1595	3	-4	0.0	1.3
CCN(CC)c1nc(OC)nc(-n2nnc(C(C)=O)c2C)n1	4	10	x	1.6	0	-1	1707	3	2	-3.5	x

Random excerpt: two records from the list.
SMILES	bIAP inhibitor	PPARg SRC3 recr	S1P3 antag	RAM inhibit	Efa HMGR inh	PPARg SRC-1 ag	SRC2 TRFRET art	PPARg SRC-2 ag	L major viab	Redox H2O2 prof	ROMK primary
Cc1nc(Cl)c(C(=O)NC(=O)NCc2ccccc2)c(C)c1Cl	3	-1	-8	4.8	1	8	1494	7	-5	-0.4	1.2
CC(Sc1nc(-c2ccc(F)cc2)cs1)C(=O)N1c2ccccc2CC1C (centres undefined)	16	6	7	4.9	-4	-8	1675	2	3	1.8	-0.44
